SIAE inh: blocks human sialic acid acetylesterase. SIAE FP-Rh probe binding, fluorescence polarization. inhibition, % at 9.66 µM. AID 1053197. 0.69% of 370,000 active. Q9HAT2;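 active means inhibition above a cutoff: mean of compounds within the control limits plus 3 SD of those, cut at about 17% in these data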;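 further: 0% = plate median of compound wells and 100% = probe without SIAE protein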
PG9 Ab binder: binds the HIV-1 gp120 antibody PG9 | TR-FRET gp120-PG9 antibody binding | inhibition, % at 6.7 µM | 0.43% of 360,000 active | AID 624416; in the data active means inhibition above about 8.5%
TDP2 absorb: blocks human TDP2 phosphodiesterase activity; O95551; recombinant TDP2, T5PNP hydrolysis, p-nitrophenol absorbance 415 nm; inhibition, % at 12.8 µM; 0.34% of 370,000 active;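 active means inhibition above the mean of all tested compounds plus 3 SD, set per campaign, cut at about 25% in these data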;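 further: 0% = DMSO with enzyme and 100% = buffer with substrate but no TDP2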
Target sequence (O95551 whole entry, looked up): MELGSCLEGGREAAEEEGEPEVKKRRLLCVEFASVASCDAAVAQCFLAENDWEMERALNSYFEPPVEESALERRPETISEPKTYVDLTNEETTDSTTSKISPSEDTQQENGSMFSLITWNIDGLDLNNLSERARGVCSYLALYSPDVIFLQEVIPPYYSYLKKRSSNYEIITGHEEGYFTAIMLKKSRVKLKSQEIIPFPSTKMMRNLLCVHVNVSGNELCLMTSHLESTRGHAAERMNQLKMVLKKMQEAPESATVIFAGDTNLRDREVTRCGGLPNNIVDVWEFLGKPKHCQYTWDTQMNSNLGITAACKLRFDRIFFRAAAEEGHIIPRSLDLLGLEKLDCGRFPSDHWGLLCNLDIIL
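Assay system: Recombinant human TDP2 | Quantity: 120 nM TDP2 per well | Incubation: 2 h at 37 °C | Signal: Epi absorbance | Evaluation: Percent inhibition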
Tn7 DDE FP: disrupts Tn7 cyclic peptide binding to fibrin D-Dimer-E complex; FP displacement of FITC-Tn7 peptide from fibrin DD(E); 0% = median of compound wells per plate; inhibition, % at 8.3 µM; AID 720508; 0.13% of 370,000 active;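 active means inhibition above the mean of compounds falling within the control limits plus 3 SD of them, cut at about 14% in these data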;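 further: 0% = plate median of compound wells and 100% = 10 µM Aha-Tn7 peptide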
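Test system: human clot-derived fibrin DD(E) complex / Quantity: 2 µM final DD(E) protein / Incubation: 10 min plus 3 h, room temperature / Measured by: fluorescence polarization / Benchmarks: high control of 10 µM Aha-Tn7 peptide / Replicates: singlicate testing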
mABHD4 FP: ABHD4 (mouse) inhibition, primary FP screen; Q8VD66; purified mABHD4, FP-Rh probe fluorescence polarization; inhibition, % at 8.92 µM; 0.54% of 370,000 active;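 active means inhibition exceeding the mean over every tested compound plus 3 SD, cut at about 30% in these data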;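 further: 0% = plate median of compound wells and 100% = S159A mutant with DMSO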
Target sequence (Q8VD66 whole entry, looked up): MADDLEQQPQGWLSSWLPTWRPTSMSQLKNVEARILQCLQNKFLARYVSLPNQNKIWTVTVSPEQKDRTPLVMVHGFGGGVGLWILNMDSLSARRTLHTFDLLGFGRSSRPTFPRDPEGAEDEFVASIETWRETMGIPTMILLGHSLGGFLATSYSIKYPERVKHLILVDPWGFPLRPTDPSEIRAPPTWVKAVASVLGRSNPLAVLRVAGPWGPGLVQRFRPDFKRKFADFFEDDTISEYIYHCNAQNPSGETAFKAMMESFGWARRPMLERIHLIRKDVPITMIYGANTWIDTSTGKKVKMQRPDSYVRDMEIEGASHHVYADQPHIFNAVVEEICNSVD
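Assay system: wild-type mouse ABHD4 protein; compound: single nominal dose of 8.92 µM, 0.89% DMSO final; schedule: 45 min + 60 min at 25 °C; measured by: FP readout, ex 525 nm / em 598 nm; evaluation: % inhibition of FP-Rh probe binding versus controls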
HTRA1 inhibitor: HTRA1 (human) protease inhibition | inhibition, % at 5.96 µM | 0.5% of 340,000 active | AID 504803 | Q92743 | recombinant HTRA1, FP-rhodamine activity-based probe, fluorescence polarization; in the data active means inhibition above about 36%;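 further: 0% = enzyme with DMSO and 100% = wells lacking enzyme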
TCR-CD3 inh: blocks the human TCR-CD3 interaction; TAMRA-labeled TCR probe fluorescence, biochemical; inhibition, % at 9.4 µM; 0.37% of 360,000 active; in the data active means inhibition above about 19%;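 further: recombinant mutant TCR 2C K166C tagged with TAMRA read by polarization; 0% = receptor in buffer alone and 100% = receptor with positive control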
LEDGF integ inh: blocks HIV-1 LEDGF/p75-dependent DNA integration; inhibition, % at 3.7 µM; TR-FRET IN-LEDGF/p75 DNA integration, Eu/Cy5; 0.64% of 370,000 active; AID 743269;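 active means inhibition above the screen-wide mean plus 3 SD, cut at about 13% in these data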;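 further: signal is the Cy5 over europium emission ratio at 671 and 618 nm; 0% = plate median of compound wells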
UHRF1 binding: human UHRF1 methylated DNA binding inhibitors; Q96T88; UHRF1 binding to methylated oligo, TR-FRET; inhibition, % at 4.4 µM; 0.75% of 370,000 active; AID 687016; in the data active means inhibition above about 21%;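 further: UHRF1 SRA domain binding a hemimethylated CpG hairpin DNA probe; 0% = median of test compound wells and 100% = reference inhibitor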
PRMT1 inh: inhibitors of human PRMT1; Q99873; recombinant PRMT1, activity-based probe fluorescence polarization; inhibition, % at 2.79 µM; 1.3% of 370,000 active; AID 652257;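 active means inhibition above about 21% made by adding two undisclosed values, limit read from the data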
* marks the source's active call; other numbers are inactive results; . = not tested or not shown.

1: COc1ccc(C(=O)OCC(=O)Nc2c(C)cccc2C)c(OC)c1OC
2: COc1cc2c(cc1OC)CN(CC(=O)Nc1ccc(C#N)cc1)CC2
3: Cc1ccc(-c2noc(CN(C(=O)CCCCCN3C(=O)c4ccccc4C3=O)C(C)C)n2)cc1
4: CCC(C)n1c(SCC(=O)Nc2cc(C)on2)nc2ccccc2c1=O (centres undefined)
5: Cc1ccc(F)cc1NC(=O)CCc1c(C)nn(-c2ccc(N3CCCCC3)nn2)c1C
6: O=C(CCSc1ccc(Br)cc1)Nc1cccnc1
7: O=C(NCC1CCCO1)c1ccc(NC(=O)c2cc(F)c(F)cc2Cl)cc1 (centres undefined)
8: Cc1ccccc1C1NC(=S)NC2=C1C(=O)CCC2 (centres undefined)
9: Cc1c(C(=O)N/N=C/c2ccoc2)cccc1[N+](=O)[O-]
10: COC(=O)c1cc2c(c3c4ccccc4n(S(=O)(=O)c4ccccc4)c13)C(=O)N(Cc1ccc(N(C)C)cc1)C2

compound no.	1	2	3	4	5	6	7	8	9	10
SIAE inh	-6	-1	-3	-3	-12	10	5	3	-5	10
PG9 Ab binder	-0.1	1.4	0.2	1.7	-0.7	1.4	-0.8	-1.4	-2.2	-2.1
TDP2 absorb	2	1	-4	-6	12	5	-2	-14	-5	-6
Tn7 DDE FP	-9	-4	3	-1	-5	5	4	-12	-2	0
mABHD4 FP	3	2	12	-4	1	-3	2	-2	-1	-6
HTRA1 inhibitor	1	5	-34	-47	-4	-8	-2	6	-11	.
TCR-CD3 inh	-13	-2	3	-3	5	1	3	2	8	3
LEDGF integ inh	-2	5	0	-2	3	-2	-4	2	7	7
UHRF1 binding	1	2	-1	3	-1	5	-1	1	-2	1
PRMT1 inh	4	1	0	2	1	1	-1	0	-1	-2

Rewritten with values under each structure: entries from further up
Second line of a record – SIAE inh, PG9 Ab binder, TDP2 absorb, Tn7 DDE FP, mABHD4 FP, HTRA1 inhibitor, TCR-CD3 inh, LEDGF integ inh, UHRF1 binding, PRMT1 inh
9	Cc1c(C(=O)N/N=C/c2ccoc2)cccc1[N+](=O)[O-]
 : -5, -2.2, -5, -2, -1, -11, 8, 7, -2, -1
10	COC(=O)c1cc2c(c3c4ccccc4n(S(=O)(=O)c4ccccc4)c13)C(=O)N(Cc1ccc(N(C)C)cc1)C2
 : 10, -2.1, -6, 0, -6, ., 3, 7, 1, -2

More entries follow:
11: CC(CC(=O)Nc1ccc(F)cc1F)S(=O)(=O)c1ccc2c(c1)NC(=O)CO2 (centres undefined)
12: OC1(C#CCN2CCOCC2)CCCCC1
13: O=C(CSc1nc2ccccc2o1)NCC1CCCO1 (centres undefined)
14: CN(Cc1ccc(Cl)cc1)C(=O)COC(=O)c1ccc(-c2ccc(O)cc2)cc1
15: Clc1ccc(CNC2CCCC2)c(Cl)c1
16: COc1ccc(CN2CCOCCOCCOCCOCCOCC2)cc1
17: COc1ccc(NC(=O)Cc2nc3ccccc3[nH]2)cc1
18: COC(=O)CSc1nnc2n1C(C)(C)Cc1ccccc1-2
19: NC(=S)Nc1c(Cl)cccc1Cl
20: O=c1cc(CN2CCN(c3ccccc3F)CC2)c2ccccc2o1

compound no.	11	12	13	14	15	16	17	18	19	20
SIAE inh	5	-5	5	6	2	5	3	-5	2	-3
PG9 Ab binder	1.4	0.5	-0.3	-1.3	-0.4	-2.0	2.1	-1.4	-0.8	1.7
TDP2 absorb	-18	2	-28	2	2	-1	3	-2	-2	-10
Tn7 DDE FP	-2	5	-1	0	-10	-5	-10	3	0	-2
mABHD4 FP	5	2	-10	-3	6	-9	-2	-3	-2	-9
HTRA1 inhibitor	-3	4	55*	-3	-7	1	-13	2	3	.
TCR-CD3 inh	-10	-13	-12	2	7	10	3	2	-3	-8
LEDGF integ inh	-7	-5	0	3	3	2	2	-7	6	5
UHRF1 binding	0	3	5	-5	0	-1	3	3	0	0
PRMT1 inh	5	3	0	-1	-2	-3	1	3	-2	-2

21: CCCCC(=O)Nc1ccccc1C(=O)N1CCOCC1
22: O=C(O)c1cnn(-c2nc(-c3cccc(F)c3)cs2)c1C(F)(F)F
23: Cc1ccccc1N1CC(=O)N(c2ccccc2C)CC1=O
24: CCOC(=O)c1ccc(NS(=O)(=O)c2ccc3c(c2)n(C)c(=O)n3C)cc1
25: COc1ccc(-c2nc(NCCCN(C)C)c3ccccc3n2)cc1
26: COc1ccc(-c2cc3c(o2)CCCC3OCCN2CCOCC2)cc1 (centres undefined)
27: N#CCn1cnc2sc(-c3ccccc3)cc2c1=O
28: O=C(NCC1CCCO1)C(C(=O)c1ccccc1)n1cc(Cl)ccc1=O (centres undefined)
29: C[C@H](CO)N1C[C@H](C)[C@@H](CN(C)S(=O)(=O)c2ccccc2)Oc2c(NC(=O)C3CCCCC3)cccc2C1=O
30: CCSc1nnc(NC(=O)c2cccc3ccccc23)s1

compound no.	21	22	23	24	25	26	27	28	29	30
SIAE inh	3	-1	1	-12	0	9	-1	3	8	-15
PG9 Ab binder	1.0	1.4	-1.6	0.2	-1.1	0.6	-2.5	0.3	0.3	0.1
TDP2 absorb	-8	-5	-7	-5	-3	12	-9	4	2	-4
Tn7 DDE FP	2	2	-5	0	5	5	0	-3	1	3
mABHD4 FP	7	4	-2	-1	0	6	10	3	6	6
HTRA1 inhibitor	-1	-2	2	2	4	.	-3	3	-7	-6
TCR-CD3 inh	-8	7	5	-3	-3	7	8	4	0	-1
LEDGF integ inh	1	4	-7	3	-6	-1	-2	-3	-5	1
UHRF1 binding	3	2	-2	6	10	2	-2	-1	-1	0
PRMT1 inh	0	-1	0	9	7	-3	1	-1	-3	4

3 consecutive records from above, for reference:
28: O=C(NCC1CCCO1)C(C(=O)c1ccccc1)n1cc(Cl)ccc1=O (centres undefined)
29: C[C@H](CO)N1C[C@H](C)[C@@H](CN(C)S(=O)(=O)c2ccccc2)Oc2c(NC(=O)C3CCCCC3)cccc2C1=O
30: CCSc1nnc(NC(=O)c2cccc3ccccc23)s1

compound no.	28	29	30
SIAE inh	3	8	-15
PG9 Ab binder	0.3	0.3	0.1
TDP2 absorb	4	2	-4
Tn7 DDE FP	-3	1	3
mABHD4 FP	3	6	6
HTRA1 inhibitor	3	-7	-6
TCR-CD3 inh	4	0	-1
LEDGF integ inh	-3	-5	1
UHRF1 binding	-1	-1	0
PRMT1 inh	-1	-3	4

The listing picks up, repeating the two entries before the break.
29: C[C@H](CO)N1C[C@H](C)[C@@H](CN(C)S(=O)(=O)c2ccccc2)Oc2c(NC(=O)C3CCCCC3)cccc2C1=O
30: CCSc1nnc(NC(=O)c2cccc3ccccc23)s1
31: O=C(CN1C(=O)C2C3C=CC(C3)C2C1=O)Nc1ccc(F)cc1 (centres undefined)
32: COc1ccc(CNC(=O)/C(C)=C\C(=O)O)cc1
33: O=C(CN1CCN(Cc2ccccc2)C1=O)NCCCN1CCOCC1
34: CC(C)OCCCNS(=O)(=O)c1ccc2ccccc2c1
35: Cc1cccc(-n2c(CCc3ccccc3)nnc2SCC(=O)c2ccccc2)c1
36: CN(C)CCn1cnc2c1c(=O)[nH]c(=O)n2Cc1ccccc1
37: CCCn1c(N)c(N(CCOC)C(=O)CSc2cc(C)c3cccc(C)c3n2)c(=O)[nH]c1=O
38: COc1ccccc1C(=O)Nc1nnc([C@H]2C[C@H](O)[C@@H](CO)O2)s1
39: COc1ccc(OC)c(C(C)NC=O)c1 (centres undefined)
40: O=C(NCc1cccc(F)c1)C1CCC(=O)N(CC2CCCCC2)C1 (centres undefined)

compound no.	29	30	31	32	33	34	35	36	37	38	39	40
SIAE inh	8	-15	15	0	5	-1	-4	9	6	-4	-5	-1
PG9 Ab binder	0.3	0.1	-0.3	1.5	-1.3	-1.6	-0.1	-1.9	-0.4	3.4	-0.6	-1.9
TDP2 absorb	2	-4	5	8	3	-3	-9	-13	1	1	-4	15
Tn7 DDE FP	1	3	-2	-3	-6	6	1	-3	4	0	-3	8
mABHD4 FP	6	6	0	-2	2	1	-11	-2	4	7	5	3
HTRA1 inhibitor	-7	-6	1	5	0	-2	-42	8	4	.	0	-4
TCR-CD3 inh	0	-1	-4	3	7	2	-3	-5	2	2	7	7
LEDGF integ inh	-5	1	0	0	4	-1	-2	3	0	-2	3	2
UHRF1 binding	-1	0	-1	-6	-2	-1	2	2	0	3	-3	-1
PRMT1 inh	-3	4	-2	-3	1	-3	5	-2	-1	0	1	-4

41: CN1CCN(c2ncnc3c2ncn3[C@H]2CN(Cc3ccc(Cl)cc3)C[C@@H](CO)O2)CC1
42: CC(C)CCOP(=O)(c1ccc(N(C)C)cc1)C(O)c1ccc(Cl)cc1Cl (centres undefined)
43: COc1ccc(CC(=O)Nc2ccc(/C(C)=N/NC(=O)c3cccc([N+](=O)[O-])c3)cc2)cc1
44: CCOc1cc(-c2noc(CCCC(N)=O)n2)cc(Br)c1OC
45: CCCn1c(O)c(N=NC(=O)c2cccnc2)c2cc(Br)ccc21
46: CC(=O)Nc1ccc(OCC(O)Cn2c3ccccc3c3ccccc32)cc1 (centres undefined)
47: CC1(NC(=O)N2CCCCC2)CCS(=O)(=O)C1 (centres undefined)

compound no.	41	42	43	44	45	46	47
SIAE inh	-5	0	-5	-1	-3	-3	3
PG9 Ab binder	-1.5	-0.1	-1.0	1.8	-0.4	-1.4	-1.3
TDP2 absorb	-1	-29	10	10	1	-6	12
Tn7 DDE FP	-7	0	5	-2	-10	-5	3
mABHD4 FP	2	1	-7	-1	-1	-12	-2
HTRA1 inhibitor	.	-19	-8	2	9	-18	0
TCR-CD3 inh	6	-3	-1	-2	-4	3	6
LEDGF integ inh	14*	1	2	-1	-2	3	-3
UHRF1 binding	0	4	-2	0	-2	8	-1
PRMT1 inh	-2	8	0	1	1	2	0

Assay outcomes as filed in PubChem.

No enrichment for hits. About 4.2% of those tested had a hit in this group.
